SRC2 TRFRET art = TR-FRET signal artefacts, primary screen, artefact control for PPARgamma SRC-2 agonist project, biochemical | TR-FRET artefact counter-screen; active compounds read high | AID 1049, 2008 | TR-FRET ratio at 8 µM | 200,000 compounds, 0.4% hits; in the data active = TR-FRET ratio above about 2000; also: inactives centre near 1500
RAM inhibit = inhibitors of the yeast RAM network, primary screen, dse1pr::URA3 reporter, 5-FOA selection; S. cerevisiae dse1pr::URA3 reporter, 5-FOA growth OD615, 2 d; analog-sensitive cbk1-as2 kinase mutant strain; inhibition, % at 50 µM; 190,000 compounds, 1.8% hits; AID 868, 2007;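 active = inhibition above a set limit, 3 SD over mean compound inhibition, cut at about 8.4% in these data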;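 also: 0% = DMSO-only wells with no growth and 100% = 10 µM 1-NA-PP1 full growth; inhibition rescues growth on 5-FOA so higher OD means more RAM inhibition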
STAT3 inh = IL-6 driven STAT3 reporter inhibitors, primary screen, U3A cells, luciferase, luminescence, MLSCN library; 190,000 compounds, 0.89% hits; IL-6 STAT3-luciferase reporter; host cell line lacks STAT1; inhibition, % at 5.5 µM;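 active = inhibition above the mean inhibition across all screened compounds plus 3 SD, cut at about 44% in these data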;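 also: 0% = DMSO only wells and 100% = 100 µM nifuroxazide control wells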
TLR4-MyD88 BLA = inhibitors of TLR4-MyD88 association in cells, primary screen, cell-based, HeLa CL3-4, BLA complementation, FRET ratio | 200,000 compounds, 0.18% hits | HeLa CL3-4 TLR4/MyD88 BLA complementation | inhibition, % at 8.4 µM | AID 861, 2007; in the data active = inhibition above about 25%;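 also: 0% = vehicle and 100% = reference inhibitor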
ROMK primary = ROMK potassium channel modulators, primary screen, cell-based, thallium flux, MLSMR library; ATP-sensitive inward rectifier potassium channel 1 (Homo sapiens), P48048; Tet-inducible ROMK, thallium flux fluorescence; actives lie on both sides; B-score at 10 µM; 130,000 compounds, 2% hits; AID 1918, 2009;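 active = signal ratio slope over the read window, or its plate-corrected B-score, at least 3 SD from the plate mean, either direction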;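 also: B-score of the F/F0 ratio slope over 7 to 12 s after thallium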
PPARg SRC3 recr = PPARgamma agonists recruiting SRC-3 coactivator, primary screen, biochemical. AID 731, 2007. 200,000 compounds, 0.26% hits. activation, % at 8 µM. Peroxisome proliferator-activated receptor gamma (Homo sapiens), P37231. biochemical PPARgamma/SRC-3 coactivator recruitment assay; in the data active = activation above about 23%;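 also: 0% = DMSO and 100% = reference agonist; some compounds past the cut are filed as inactive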
Target sequence (P37231 whole entry, looked up): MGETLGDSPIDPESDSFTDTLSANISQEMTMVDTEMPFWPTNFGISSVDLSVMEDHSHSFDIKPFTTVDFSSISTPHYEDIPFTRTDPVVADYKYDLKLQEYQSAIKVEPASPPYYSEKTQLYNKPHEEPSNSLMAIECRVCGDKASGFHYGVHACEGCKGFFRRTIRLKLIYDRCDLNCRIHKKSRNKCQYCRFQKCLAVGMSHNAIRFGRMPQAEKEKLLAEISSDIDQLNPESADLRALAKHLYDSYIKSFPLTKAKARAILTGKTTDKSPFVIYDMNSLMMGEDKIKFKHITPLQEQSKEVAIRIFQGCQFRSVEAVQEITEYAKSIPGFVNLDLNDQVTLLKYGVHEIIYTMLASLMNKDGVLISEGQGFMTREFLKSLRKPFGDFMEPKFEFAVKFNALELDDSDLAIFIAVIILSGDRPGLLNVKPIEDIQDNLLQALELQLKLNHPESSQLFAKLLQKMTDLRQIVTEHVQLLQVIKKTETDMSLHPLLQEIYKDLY
STAT1 blocker = STAT1 signaling inhibitors, primary screen, cell-based, HTS, luciferase reporter. NIH 3T3 STAT1-luciferase reporter, IFN-gamma, luminescence. 200,000 compounds, 0.35% hits. AID 920, 2007. inhibition, % at 5.5 µM;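 active = inhibition above a set limit, the mean inhibition across all tested compounds plus 3 SD, cut at about 34% in these data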;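 also: 0% = IFN-gamma with DMSO and 100% = IFN-gamma with 300 µM nifuroxazide; values of inactives mirror those of a sister screen read the other way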
PPARg SRC2 recr = agonists of PPARg-SRC-2 recruitment, primary screen, biochemical, HTS. Peroxisome proliferator-activated receptor gamma (Homo sapiens), P37231. PPARgamma LBD-SRC-2 recruitment. activation, % at 8 µM. 200,000 compounds, 0.34% hits. AID 1032, 2008; in the data active = activation above about 22%;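 also: 0% = vehicle and 100% = reference agonist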
S1P3 antagonist = S1P3 receptor antagonists, primary screen, cell-based; Sphingosine 1-phosphate receptor 3 (Homo sapiens), Q99500; CHO S1P3 NFAT-BLA reporter, FRET fluorescence, antagonist mode; 170,000 compounds, 0.27% hits; inhibition, % at 4.98 µM;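 active = inhibition above the plate cutoff, the mean inhibition of test wells on that plate plus 3 SD, cut at about 28% in these data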;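 also: cells challenged with S1P at its EC80 of 0.8 µM; blue over green emission ratio from cleaved BLA substrate after 4 h stimulation; 0% = S1P-stimulated wells and 100% = unstimulated DMSO-only wells; some compounds past the cut are filed as inactive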
Target sequence (Q99500 whole entry, looked up): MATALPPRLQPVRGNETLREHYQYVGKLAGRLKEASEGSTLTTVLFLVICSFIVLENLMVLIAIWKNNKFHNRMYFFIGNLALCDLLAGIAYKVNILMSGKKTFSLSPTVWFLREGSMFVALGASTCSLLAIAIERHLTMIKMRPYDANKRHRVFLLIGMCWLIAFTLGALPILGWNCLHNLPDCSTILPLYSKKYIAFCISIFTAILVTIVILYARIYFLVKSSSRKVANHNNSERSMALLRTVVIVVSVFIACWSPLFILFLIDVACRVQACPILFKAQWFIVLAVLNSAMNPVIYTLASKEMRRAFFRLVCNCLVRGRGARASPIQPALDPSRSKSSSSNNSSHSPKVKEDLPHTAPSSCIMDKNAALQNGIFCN
PPARg SRC-1 ag = PPARgamma agonists recruiting SRC-1 coactivator, primary screen, biochemical; PPARgamma-SRC-1 coactivator recruitment biochemical assay; activation, % at 8 µM; 200,000 compounds, 0.41% hits; Peroxisome proliferator-activated receptor gamma (Homo sapiens), P37231; in the data active = activation above about 19%;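 also: 0% = DMSO and 100% = reference agonist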
STAT3 act = IL-6 driven STAT3 reporter potentiators, primary screen, U3A cells, luciferase, luminescence, MLSCN library; IL-6 STAT3-luciferase reporter; 100% = signal with IL-6 EC80 alone; activation (% of control), % at 5.6 µM; 190,000 compounds, 0.91% hits; AID 871, 2007;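 active = activation above the screen-wide mean of compound activation plus 3 SD, cut at about 130% in these data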;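 also: 0% = background luminescence of wells with medium and substrate only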
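Material: human U3A cells carrying STAT3-luciferase construct. Measured by: reporter luminescence signal. Timing: compound 1 h, then IL-6 6 h at 37 °C.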
Active calls of the source: *.

`COc1cccc(CNC(=O)CCC2CCCN(C(=O)C3=CC(=O)CC(C)(C)O3)C2)c1` (stereo unspecified) gave SRC2 TRFRET art 1555, RAM inhibit 0.9, STAT3 inh 11, TLR4-MyD88 BLA -4, ROMK primary -0.84, PPARg SRC3 recr -1, STAT1 blocker 1, PPARg SRC2 recr 2, S1P3 antagonist -11, PPARg SRC-1 ag -4 and STAT3 act 95.
`Cc1ccc(OCC(=O)NC(=S)Nc2ccc(Br)c(C)n2)cc1` gave SRC2 TRFRET art 1595, RAM inhibit 3.3, STAT3 inh 6, TLR4-MyD88 BLA 9, PPARg SRC3 recr -1, STAT1 blocker -10, PPARg SRC2 recr -7, PPARg SRC-1 ag 5 and STAT3 act 103.
CC(C)CN(CC(C)C)CC(O)COc1ccccc1Br (stereo unspecified) was read as SRC2 TRFRET art 1488, RAM inhibit -0.4, STAT3 inh -4, TLR4-MyD88 BLA 0, ROMK primary -0.48, PPARg SRC3 recr -2, STAT1 blocker 8, PPARg SRC2 recr 10, S1P3 antagonist 8, PPARg SRC-1 ag 1 and STAT3 act 104.
Screening Cc1ccc(C(=O)/C=C/c2ccco2)c(O)c1 returned SRC2 TRFRET art 1551, RAM inhibit -0.3, STAT3 inh -1, TLR4-MyD88 BLA 9, ROMK primary 1.2, PPARg SRC3 recr 6, STAT1 blocker 5, PPARg SRC2 recr -5, S1P3 antagonist -7, PPARg SRC-1 ag 1 and STAT3 act 105.
`CNC(=S)Nc1ccc(C23CC4CC(CC(C4)C2)C3)cc1` gave SRC2 TRFRET art 1542, RAM inhibit 0.6, STAT3 inh 1, TLR4-MyD88 BLA 4, PPARg SRC3 recr -1, STAT1 blocker -5, PPARg SRC2 recr 5, S1P3 antagonist -1, PPARg SRC-1 ag 1 and STAT3 act 104.
`CCCc1[nH]nc2c1C(c1ccc(OC(=O)N3CCOCC3)c(OC)c1)C(C#N)=C(N)O2` (stereo unspecified) gave SRC2 TRFRET art 1682, RAM inhibit 1.9, STAT3 inh 1, TLR4-MyD88 BLA -6, PPARg SRC3 recr 8, STAT1 blocker -4, PPARg SRC2 recr 3, S1P3 antagonist 7, PPARg SRC-1 ag 8 and STAT3 act 103.
`CSc1nc(Cl)c(Cc2ccc(OC(C)C)cc2)c(N2CCOCC2)n1` gave SRC2 TRFRET art 1390, RAM inhibit 12*, STAT3 inh 6, TLR4-MyD88 BLA -6, ROMK primary -0.041, PPARg SRC3 recr 2, STAT1 blocker 8, PPARg SRC2 recr -2, PPARg SRC-1 ag 7 and STAT3 act 101.
Screening CCn1c(SCc2nc3ccccc3nc2C)nnc1-c1cccs1 returned SRC2 TRFRET art 1511, RAM inhibit 1.6, STAT3 inh 6, TLR4-MyD88 BLA 6, ROMK primary -0.54, PPARg SRC3 recr -1, STAT1 blocker -2, PPARg SRC2 recr 3, S1P3 antagonist -24, PPARg SRC-1 ag 6 and STAT3 act 100.
CCN1CCN(c2nc(-c3cccs3)nc3ccccc23)CC1 was read as SRC2 TRFRET art 1602, RAM inhibit 1.3, STAT3 inh -15, TLR4-MyD88 BLA -12, ROMK primary -1.2, PPARg SRC3 recr -1, STAT1 blocker -8, PPARg SRC2 recr 3, S1P3 antagonist -8, PPARg SRC-1 ag -3 and STAT3 act 111.
Cc1ccccc1OCCNc1cc(N2CCNCC2)ccc1[N+](=O)[O-] was read as SRC2 TRFRET art 1527, RAM inhibit 1.2, STAT3 inh 10, TLR4-MyD88 BLA 3, ROMK primary -2.9, PPARg SRC3 recr 2, STAT1 blocker 8, PPARg SRC2 recr 7, S1P3 antagonist 8, PPARg SRC-1 ag 8 and STAT3 act 96.
`CCc1cc2c3c(c1)C(C)CC(C)(C)N3C(=O)C2=O` (stereo unspecified) gave SRC2 TRFRET art 1723, RAM inhibit 0.1, STAT3 inh 4, TLR4-MyD88 BLA 9, ROMK primary 2.2, PPARg SRC3 recr 0, STAT1 blocker 4, PPARg SRC2 recr 6, S1P3 antagonist 8, PPARg SRC-1 ag -1 and STAT3 act 100.
For O=C(Nc1ccc(Cl)cc1)c1ccc2c(c1)OCO2 the results were SRC2 TRFRET art 1368, RAM inhibit 0.8, STAT3 inh 30, TLR4-MyD88 BLA -15, PPARg SRC3 recr -3, STAT1 blocker -42, PPARg SRC2 recr -3, S1P3 antagonist 2, PPARg SRC-1 ag 2 and STAT3 act 77.
O=C(NCCCN1CCC(Cc2ccccc2)CC1)C1CC(=O)N(C2CCCC2)C1 (stereo unspecified) was read as SRC2 TRFRET art 1603, RAM inhibit 0.0, STAT3 inh -2, TLR4-MyD88 BLA 7, PPARg SRC3 recr 7, STAT1 blocker 0, PPARg SRC2 recr 4, S1P3 antagonist 104*, PPARg SRC-1 ag 5 and STAT3 act 105.
For COC(=O)CC1=C(C(=O)OC)C(c2cc(OC)c(OC)cc2OC)C(C#N)=C(N)O1 (stereo unspecified) the results were SRC2 TRFRET art 1535, RAM inhibit 1.6, STAT3 inh 2, TLR4-MyD88 BLA -3, PPARg SRC3 recr 18, STAT1 blocker 0, PPARg SRC2 recr 6, PPARg SRC-1 ag 2 and STAT3 act 102.
For C/C(=N/NS(=O)(=O)c1ccc(C)cc1)c1cccc(NC(=O)c2cccc(Cl)c2)c1 the results were SRC2 TRFRET art 1498, RAM inhibit -0.3, STAT3 inh 5, TLR4-MyD88 BLA 5, PPARg SRC3 recr -1, STAT1 blocker -2, PPARg SRC2 recr 7, PPARg SRC-1 ag 9 and STAT3 act 101.

Pulled one by one from above:
`CNC(=S)Nc1ccc(C23CC4CC(CC(C4)C2)C3)cc1` gave SRC2 TRFRET art 1542, RAM inhibit 0.6, STAT3 inh 1, TLR4-MyD88 BLA 4, PPARg SRC3 recr -1, STAT1 blocker -5, PPARg SRC2 recr 5, S1P3 antagonist -1, PPARg SRC-1 ag 1 and STAT3 act 104.
O=C(NCCCN1CCC(Cc2ccccc2)CC1)C1CC(=O)N(C2CCCC2)C1 (stereo unspecified) was read as SRC2 TRFRET art 1603, RAM inhibit 0.0, STAT3 inh -2, TLR4-MyD88 BLA 7, PPARg SRC3 recr 7, STAT1 blocker 0, PPARg SRC2 recr 4, S1P3 antagonist 104*, PPARg SRC-1 ag 5 and STAT3 act 105.

Further results follow:
`CCOC(=O)c1c(C)n(C)c2ccc(OCC(O)Cn3nc(C)cc3C)cc12` (stereo unspecified) gave SRC2 TRFRET art 1293, RAM inhibit 0.1, STAT3 inh 2, TLR4-MyD88 BLA -4, PPARg SRC3 recr 5, STAT1 blocker -7, PPARg SRC2 recr -8, S1P3 antagonist 8, PPARg SRC-1 ag -6 and STAT3 act 102.
Screening COc1ccc(-c2nn(-c3ccccc3)cc2/C=N/NC(=O)c2ccc3c(c2)OCO3)cc1 returned SRC2 TRFRET art 1501, RAM inhibit 1.5, STAT3 inh 19, TLR4-MyD88 BLA 8, ROMK primary 0.36, PPARg SRC3 recr 13, STAT1 blocker -11, PPARg SRC2 recr 10, PPARg SRC-1 ag 4 and STAT3 act 90.
Cc1ccc(NC(=O)NC(=O)N(c2ccccc2)S(C)(=O)=O)cc1 was read as SRC2 TRFRET art 1554, RAM inhibit 1.7, STAT3 inh 8, TLR4-MyD88 BLA -3, ROMK primary -0.63, PPARg SRC3 recr 6, STAT1 blocker -4, PPARg SRC2 recr 2, S1P3 antagonist -2, PPARg SRC-1 ag -4 and STAT3 act 98.
Screening O=C(COC(=O)C12CC3CC(CC(O)(C3)C1)C2)N1CCN(S(=O)(=O)c2ccc(Cl)cc2)CC1 returned SRC2 TRFRET art 1539, RAM inhibit 2.7, STAT3 inh 11, TLR4-MyD88 BLA -4, PPARg SRC3 recr 0, STAT1 blocker 6, PPARg SRC2 recr 21, S1P3 antagonist -12, PPARg SRC-1 ag 0 and STAT3 act 93.
For COc1ccccc1OCC(=O)Nn1c(=S)[nH]c2ncccc2c1=O the results were SRC2 TRFRET art 1702, RAM inhibit 4.1, STAT3 inh -5, TLR4-MyD88 BLA 2, PPARg SRC3 recr 1, STAT1 blocker 2, PPARg SRC2 recr -1, S1P3 antagonist -14, PPARg SRC-1 ag 2 and STAT3 act 104.
N#Cc1cc2c(=O)n3ccccc3nc2n(CCCN2CCOCC2)c1=O was read as SRC2 TRFRET art 1621, RAM inhibit 2.0, STAT3 inh 4, TLR4-MyD88 BLA -16, ROMK primary -0.36, PPARg SRC3 recr 5, STAT1 blocker 3, PPARg SRC2 recr 9, S1P3 antagonist -41, PPARg SRC-1 ag 0 and STAT3 act 100.
Screening O=C(N/N=C/c1cccc(O)c1)c1ccc(COc2ccc3c(c2)CCC3)o1 returned SRC2 TRFRET art 1410, RAM inhibit 5.3, STAT3 inh -8, TLR4-MyD88 BLA -12, ROMK primary 0.76, PPARg SRC3 recr 18, STAT1 blocker -31, PPARg SRC2 recr 1, PPARg SRC-1 ag 1 and STAT3 act 104.
O=S(=O)(c1ccc(Cl)c(NC(=S)Nc2ccccc2N2CCOCC2)c1)N1CCOCC1 was read as SRC2 TRFRET art 1660, RAM inhibit 0.0, STAT3 inh 3, TLR4-MyD88 BLA 5, ROMK primary -0.00031, PPARg SRC3 recr 4, STAT1 blocker 6, PPARg SRC2 recr 3, S1P3 antagonist -13, PPARg SRC-1 ag 2 and STAT3 act 99.
COc1ccc(C[C@@H]2CN3C(=NC[C@@H]3C)N2C[C@H](C)NC(=O)c2ccc(C)c(Br)c2)cc1 was read as SRC2 TRFRET art 1519, RAM inhibit 2.1, TLR4-MyD88 BLA -4, PPARg SRC3 recr 4, STAT1 blocker 5, PPARg SRC2 recr 2, S1P3 antagonist -11 and PPARg SRC-1 ag 12.

High-throughput results from PubChem.
